High-throughput results (PubChem)
Dynein cargo inh: blocks dynein driven cargo transport along microtubules; z-score, hits read low; 220,000 compounds, 0.47% hits; 3617.4 mouse cells, GR-EGFP nuclear translocation imaging; test concentration mostly 20 µM; stimulated with dexamethasone, 1 µM; active compounds read low;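 active = plate z-score of nuclear minus cytoplasmic receptor signal below a set negative limit, without overly bright fluorescence or cell loss, cut at about -3.5 in these data, passing the limit was not always enough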;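 note: z-score of nuclear minus cytoplasmic ring GR-EGFP intensity difference per well; some compounds called inactive have numbers as strong as hits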
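medium = tetracycline-free induction medium containing charcoal-stripped FBS | also added = 1.0 µM final dexamethasone stimulus | schedule = 48 h induction, 1 h compound, 30 min dex at 37 °C | technique = fixed, Hoechst-stained cells imaged at 10x for EGFP | measure = GR-EGFP nuclear translocation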
Lipid droplet: hepatic lipid droplet formation modulation | AML12 mouse hepatocytes, oleate lipid droplets, BODIPY imaging | inhibition, % at 6.5 µM | 240,000 compounds, 0.4% hits;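 active = lipid droplet intensity inhibited by at least 50%, with more than 500 cells counted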
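Assay system: AML12 mouse liver cells | Compound dosing: One dose, 6.5 µM compound | Read-out basis: Droplet intensity reduction, % inhibition | Measured by: Fluorescence imaging, 20x objective, two fields per well | Schedule: Overnight treatment with compound plus oleate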
TNAP activators: human TNAP enzyme activators, primary screen, biochemical, luminescent, no phosphate acceptor, uHTS (AID 1001); purified TNAP, luminescent activation assay, no phosphate acceptor; higher activation fold means a stronger effect; 200,000 compounds, 0.03% hits; one-dose activation fold at 20 µM; EC50 in µM for titrated hits; in the data active = activation fold from about 3, or a potency from the dose series; inactive = the rest, 99 in 100 with activation fold below about 1.6; note: many of its hits are not listed in these tables
Insulin prom up: MIN6 insulin promoter up-regulation; z-score at 5 µM; 190,000 compounds, 0.3% hits; MIN6 insulin promoter-GFP reporter, high-content imaging; active compounds read high;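 active = z-score above 3 at 5 µM with at least 500 cells counted in the well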
T cell modulator: modulates CD8 T cell binding to vesicles. 2C CD8+ T cell-vesicle binding, flow cytometry; active compounds read low. calls only at 7 µM. 330,000 compounds, 0.068% hits. AID 2052;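 active = response, share of CD8 T cells binding vesicles, and their 90th percentile fluorescence all below set limits, cut at about 80% in these data, passing the limit was not always enough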
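material = purified 2C TCR transgenic mouse naive CD8+ T cells | controls = Unloaded micro-vesicles (low), QL9 vesicles with 0.7% DMSO (high) | detection = cytometric PE anti-B7-1 and Alexa647 anti-CD8 signals after 1% paraformaldehyde fixation | incubation = binding step 1.5 h, 37 °C, antibody labelling 20 min, ice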
PMI inhibitors: MPI enzyme activity inhibition – biochemical, fluorescence intensity, coupled assay, primary screen (AID 1209) | purified PMI enzyme, coupled fluorescence intensity; higher % means a stronger effect | inhibition, % at 20 µM; hits with a dose series show IC50 in µM | 190,000 compounds, 0.42% hits; in the data active = inhibition above about 50%;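 note: plate controls were DMSO vehicle for no effect and wells lacking substrate for full effect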
b-catenin transl: modulators of beta-catenin nuclear translocation; nuclear translocation activity, % at 5 µM; 190,000 compounds, 0.3% hits; HeLa beta-catenin nuclear translocation, immunofluorescence imaging;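 active = nuclear translocation activity above 50% at 5 µM, with a well cell count of 50 or more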;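 note: per-cell ratio of nuclear to cytoplasmic median beta-catenin stain intensity; plate controls were DMSO negative control for no effect and GSK-3 inhibitor IX positive control for full effect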
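System: Human HeLa cells, endogenous beta-catenin | Compound dosing: 5 µM primary, 0.02–20 µM confirmation | Timing: 24 h compound exposure at 37°C, 5% CO2 | Measured by: Fluorescence imaging of beta-catenin antibody stain plus DAPI | Read-out basis: % activation of per-cell nuclear versus cytoplasmic median beta-catenin signal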
Myeloid diff MLP: compounds promoting myeloid differentiation; 360,000 compounds, 1% hits; calls only at 10 µM; ER-HoxA9 myeloid progenitors, lysozyme-GFP differentiation, flow cytometry;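 active = normalized GFP-positive differentiation at or above the plate's own cutoff, the solvent-only control mean plus 3 SD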;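 note: cells exposed to compound for four days before flow analysis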
MT stabilize HCS: microtubule stabilization, imaging screen; HeLa tubulin immunostaining HCS, 24 h; share of cells brighter than vehicle mean+2SD; % tubulin-high responders, % at 10 µM; 200,000 compounds, 0.83% hits; AID 2205;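 active = plate Z-score above 3 for both tubulin-high and condensed-nucleus cell shares, with cell loss under 80%, at 10 µM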;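 note: anti alpha tubulin signal scored within the nucleus-defined area of each cell; some results filed as inactive read as strong as hits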
Dynein cargo inh cytoplasmic EGFP: second read-out of Dynein cargo inh, no call of its own (marks repeat the call); z-score; measured here: cytoplasmic GR-EGFP intensity; active compounds read high
Dynein cargo inh nuclear GR-EGFP: recorded beside Dynein cargo inh, whose call it bears; z-score; measured here: nuclear GR-EGFP intensity;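 lower value marks the stronger effect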
Dynein cargo inh cell count: further read-out of Dynein cargo inh, marked with its call; z-score; measured here: cell count per field
Insulin prom up cell count: further read-out of Insulin prom up, marked with its call; cell count; measured here: cytotoxicity, nuclei count;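 total cells summed across four imaged fields per well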
Lipid droplet cells 6.5 µM: also measured in Lipid droplet; calls as there; cell count; measured here: cell count, cytotoxicity flag;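 cells counted across two imaged fields per well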
b-catenin transl cell count 5 µM: recorded beside b-catenin transl, whose call it bears; cell count; measured here: cell count, cytotoxicity flag
T cell modulator vesicle-bound %: also measured in T cell modulator; calls as there; double positive events, %; measured here: CD8+ vesicle-bound cell fraction;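 binding gate set so that unloaded-vesicle control wells show 10% double positive cells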
MT stabilize HCS Hoechst-high %: second read-out of MT stabilize HCS, no call of its own (marks repeat the call); % Hoechst-high responders; measured here: nuclear condensation Hoechst responders;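 share of cells brighter than vehicle mean plus two SD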
MT stabilize HCS cytotoxicity %: further read-out of MT stabilize HCS, marked with its call; toxicity, %; measured here: cytotoxicity by cell density;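 0% = mean cell density of plate MIN control wells and 100% = no cells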
Myeloid diff MLP GFP+ MAC1+ %: also measured in Myeloid diff MLP; calls as there; GFP+ MAC1+ double positive, %; measured here: differentiation confirmed by MAC1 staining
The depositor's hits bear a star; i = inactive; · = no result given. Outcome played no part in choosing rows. About 3% of those tested had a hit in this group.

SMILES	Dynein cargo inh	Dynein cargo inh cytoplasmic EGFP	Dynein cargo inh nuclear GR-EGFP	Dynein cargo inh cell count	Lipid droplet	Lipid droplet cells 6.5 µM	TNAP activators	Insulin prom up	Insulin prom up cell count	T cell modulator	T cell modulator vesicle-bound %	PMI inhibitors	b-catenin transl	b-catenin transl cell count 5 µM	Myeloid diff MLP	Myeloid diff MLP GFP+ MAC1+ %	MT stabilize HCS	MT stabilize HCS Hoechst-high %	MT stabilize HCS cytotoxicity %
Cc1ccc2[nH]c(=O)c(C(c3nnnn3C(C)(C)C)N3CCN(C(=O)c4ccco4)CC3)cc2c1 (stereo not drawn)	-0.36	-0.25	-0.046	0.42	·	·	1	1.8	1452	i	39	-11%	-1.0	1328	i	0.4	1.6	1.9	8.9
CC(NC(=O)COC(=O)c1cc(NS(=O)(=O)c2ccc(Cl)c([N+](=O)[O-])c2)ccc1O)C1CC2CCC1C2 (stereo not drawn)	-0.94	-0.19	-0.73	0.37	14	641	1	0.47	1246	i	39	1%	0.5	921	i	0.9	5.2	0.9	2.3
O=C(Nc1nc2n(n1)C(c1ccc(Cl)cc1)CC(c1ccc(Cl)cc1)N2)c1ccco1 (stereo not drawn)	1.9	-0.065	1.5	-1.8	-13	631	1	-0.38	1774	i	15	22%	-1.1	1145	·	·	5.3	3.6	8.4
COc1ccccc1-c1ccc(=O)n(CC(=O)Nc2ccc(C(=O)N3CCCC3)cc2)n1	-0.29	-0.34	-0.069	0.11	·	·	1.1	-0.54	1067	i	59	2%	0.1	1145	i	1.5	6.4	3.7	4.7
COc1ccc(-c2noc(CN(C)S(=O)(=O)c3ccccc3)n2)cc1OC	-0.62	1.8	0.012	-0.79	·	·	·	·	·	i	36	·	·	·	i	1.4	2.3	1.9	5.8
Cc1cc(=O)[nH]c(SCC(=O)Nc2cc(S(=O)(=O)N(C)C)ccc2Cl)n1	0.41	-0.35	0.5	0.26	7	701	1.1	-0.09	1245	i	26	-6%	-5.5	1146	i	0.8	5.3	1.9	13
COc1cccc(CNS(=O)(=O)c2cccc(S(=O)(=O)N3CCOCC3)c2)c1	1.2	-0.18	1.1	-0.52	5	796	1.1	·	·	i	10	-5%	-11	1204	i	1.0	2.4	1.6	9.0
O=C(c1ccc2c3n(nc2c1)-c1ccc(Cl)cc1CO3)N1CCOCC1	-0.89	-0.81	-0.27	0.45	·	·	·	-1.1	1200	i	30	·	-0.2	1168	i	1.3	·	·	·
O=C(NC(=S)Nc1ccccc1)c1csnn1	-0.05	-0.06	-0.22	0.74	·	·	1	0.16	1423	i	64	-7%	-0.6	1448	i	4.4	2.7	1.3	7.0
COc1cccc(/C=N/NC(=O)c2ccccc2NC(=O)c2ccco2)c1OC	0.48	-0.24	0.82	-0.34	6	777	·	-0.08	1062	i	43	·	-0.8	1296	i	0.1	·	·	·
CCN(CC)CCNC(=O)C1c2cc(OC)c(OC)cc2C(=O)N(C)C1c1cccs1 (stereo not drawn)	0.45	-0.29	0.39	-0.3	9	762	1	-0.09	1188	i	40	-15%	·	·	i	0.5	2.5	2.8	1.3
CC1=CCn2c(=O)c3ccccc3c(=O)n2C1	0.031	-0.28	-0.36	0.086	11	688	1.1	0.04	1128	i	49	4%	0.5	478	i	1.2	3.8	2.3	3.4
O=C(O)CC1(CC(=O)Nc2ccc3ccccc3c2)CCCCC1	-0.88	-0.037	-0.15	0.2	·	·	1	0.02	982	i	58	9%	·	·	i	1.0	1.8	1.5	4.4
Cc1cccnc1NC(=S)Nc1ccc(Cl)c(Cl)c1	-0.5	-0.19	-0.41	-0.43	-40	691	0.9	·	·	i	4	·	0.6	1504	i	0.0	1.9	3.3	2.8
COCCn1c(SC2CCCCC2=O)nnc1-c1ccncc1 (stereo not drawn)	-0.57	-0.22	-0.69	0.77	0	673	1	1.1	1242	i	62	-1%	-1.4	996	i	0.8	3.2	2.2	3.1
O=C(NNC(=O)c1ccc(Br)o1)c1ccc(NC(=O)c2ccccc2)cc1	-0.28	0.093	-0.094	0.7	1	664	1.5	-0.63	1389	i	1	-2%	5.8	811	i	0.2	3.0	1.6	3.8
Cc1ccc(/C=C(\C#N)c2nc3ccccc3[nH]2)s1	0.76	-0.16	0.16	-0.89	·	·	1	-0.92	1121	i	10	4%	-1.6	774	i	8.2	3.5	1.6	6.8
CC1(C)Cc2ccccc2C(Nn2cnnc2)=N1	1	-0.24	0.41	-1.1	·	·	1.1	-1.2	1010	i	16	4%	-0.6	1156	i	6.4	4.9	4.2	5.7
CC(=O)c1sc(NC(=O)c2ccc(C(C)(C)C)cc2)nc1C	-0.27	-0.3	0.13	0.82	9	676	1	-0.57	1472	i	11	4%	-0.7	1131	i	0.3	1.5	1.5	9.4
COc1ccc(NC(=O)Cc2c(F)cccc2Cl)cc1	-0.34	-0.22	-0.3	0.081	-1	713	1.1	·	·	i	4	-16%	-0.2	1563	i	0.6	2.8	2.3	8.2
N#C/C(C(N)=O)=C1/CCc2ccccc2N1	-0.44	0.23	-0.18	0.24	-3	729	1.1	1	935	i	37	-9%	·	·	i	1.1	0.7	1.7	8.4
O=C(/C=C/c1ccc(S(=O)(=O)N2CCOCC2)cc1)NC(=S)NCCCn1ccnc1	-0.97	-0.19	-0.51	0.27	10	725	1	2.8	1042	i	48	0%	21	891	i	0.1	6.0	2.0	8.2
CCc1ccccc1NC(=O)N[C@H](C(=O)O)C(C)CC (stereo partly drawn)	-1.5	-0.14	-0.57	1.1	16	806	1.1	0.35	927	i	13	9%	·	·	i	0.8	1.5	1.2	4.2
COc1cc(/C=C2/C(=O)N=C(N)N2C)cc(OC)c1OC	-0.11	-0.22	-0.07	0.11	8	791	1	0.79	795	i	22	9%	-1.4	1016	i	0.7	0.8	0.0	74
Cc1ccnc(N2C(=O)CSC2c2ccc(Cl)cc2)c1 (stereo not drawn)	0.17	-0.29	-0.25	0.64	-7	698	1.2	0.72	1313	i	23	24%	-1.0	810	i	0.0	3.9	2.6	9.7
Following part.
SMILES	Dynein cargo inh	Dynein cargo inh cytoplasmic EGFP	Dynein cargo inh nuclear GR-EGFP	Dynein cargo inh cell count	Lipid droplet	Lipid droplet cells 6.5 µM	TNAP activators	Insulin prom up	Insulin prom up cell count	T cell modulator	T cell modulator vesicle-bound %	PMI inhibitors	b-catenin transl	b-catenin transl cell count 5 µM	Myeloid diff MLP	Myeloid diff MLP GFP+ MAC1+ %	MT stabilize HCS	MT stabilize HCS Hoechst-high %	MT stabilize HCS cytotoxicity %
Cc1ccc(F)c(NC=C2C(=O)OC(C)(C)OC2=O)c1	-0.97	-0.29	0.17	0.6	·	·	1.1	1.1	1137	i	15	-10%	0.8	737	i	18	4.0	2.8	1.4
O=C(N/N=C/c1ccc[nH]1)c1ccc([N+](=O)[O-])cc1	0.28	-0.19	0.28	1.1	-7	596	1.5	·	·	i	49	10%	0.7	1049	i	0.6	5.5	1.1	3.7
CC(=O)c1ccc(NC(=O)c2c(C)nn(-c3ccccc3)c2Cl)cc1	-0.36	-0.041	0.01	0.43	20	758	1	0.53	1582	i	38	11%	-1.0	1554	i	0.0	3.3	1.6	3.8
CCOC(=O)c1cc(-c2ccc(F)cc2)n(CC(=O)Nc2nccs2)c1C	-0.53	-0.0027	-0.12	-0.23	·	·	·	·	·	i	16	·	·	·	i	1.9	2.6	2.9	5.4
COC(=O)c1ccc(NC(=O)Cn2nc(-c3ccncc3)nc2SCC(=O)Nc2nccs2)cc1	-0.045	0.23	0.21	0.52	·	·	1	·	·	i	42	6%	·	·	i	1.0	3.7	2.7	3.6
Fc1ccc(CNc2nc(-c3ccco3)cc(C(F)(F)F)n2)cc1	-4.4*	0.64*	-1.5*	0.26*	·	·	1.1	-0.57	1476	i	36	10%	0.1	1481	i	0.9	3.2	2.5	13
Cc1ccc(-c2nnc(NCc3nc4ccccc4[nH]3)c3ccccc23)cc1S(=O)(=O)N1CCOCC1	0.12	-0.2	0.54	-0.71	-17	446	1.3	-0.37	1299	i	44	24%	5.2	879	i	0.6	2.8	2.7	6.3
CC(=O)c1ccc2noc(-c3ccccc3)c2c1	-0.66	-0.29	-0.47	0.87	5	699	1	-1.4	1562	i	40	·	1.3	1535	i	0.1	1.6	1.1	6.7
NCCSc1c(-c2ccc(Cl)cc2)[nH]c2ccccc12	-0.24	-0.19	-0.15	0.057	-10	716	·	-0.48	1045	i	25	·	1.0	1290	i	0.1	·	·	·
